# Assay outcomes as filed in PubChem BioAssay.
# GlmU inhibition – inhibition of mycobacterial GlmU enzyme – biochemical, glucosamine-1-phosphate acetyltransferase (AID 1376); M. tuberculosis GlmU acetyltransferase enzyme assay; higher % means a stronger effect; inhibition, %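 (tested at 30 µM in the primary screen)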, or IC50 in µM where a hit was titrated; hit rate 0.25% among 220,000; in the data active = inhibition above about 13%;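 note: 0% = complete reaction with vehicle and 100% = reaction without substrate; strong numbers were not always called active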
# Mtb RmlCD inh – M. tuberculosis RmlC/RmlD inhibition; hit rate 0.03% among 160,000; inhibition, % at 3.6 µM; RmlC+RmlD coupled enzyme assay, percent inhibition; primary screen in compound mixtures; in the data active = inhibition mostly above about 34%, no sharp cut-off; note: some results filed as inactive read as strong as hits
# Target sequence (P9WH09 whole entry, looked up): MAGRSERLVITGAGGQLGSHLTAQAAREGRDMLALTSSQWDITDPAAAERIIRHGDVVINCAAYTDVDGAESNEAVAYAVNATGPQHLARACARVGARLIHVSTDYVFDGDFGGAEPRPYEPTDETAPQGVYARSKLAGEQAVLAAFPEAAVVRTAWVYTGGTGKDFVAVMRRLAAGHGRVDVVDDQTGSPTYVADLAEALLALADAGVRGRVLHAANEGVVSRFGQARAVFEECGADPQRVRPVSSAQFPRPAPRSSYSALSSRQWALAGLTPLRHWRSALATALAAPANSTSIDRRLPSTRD
# Target sequence (P9WH11 whole entry, looked up): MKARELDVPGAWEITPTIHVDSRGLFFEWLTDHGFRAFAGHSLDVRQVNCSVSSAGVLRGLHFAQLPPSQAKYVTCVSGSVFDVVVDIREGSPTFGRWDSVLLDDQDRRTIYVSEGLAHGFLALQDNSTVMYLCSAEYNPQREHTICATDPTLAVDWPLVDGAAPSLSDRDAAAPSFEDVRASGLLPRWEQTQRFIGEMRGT
# Starred values were filed as active, the others as inactive; x = no result given; & = joins results of further samples.
SMILES,GlmU inhibition,Mtb RmlCD inh
COc1ccc(-n2c(Cc3cccn3C)nnc2SCC(=O)Nc2ccc(C)cc2C)cc1,3.5%&5.6%,-7
Cn1c(SCC(O)c2ccccc2)nnc1-c1ccc2ccccc2c1 (stereo unspecified),-1.9%,3
COC(=O)C1C2CCC(C2)C1C(=O)OCC(=O)c1ccccc1 (stereo unspecified),2.3%,-5
CCC(=O)Nc1c2c(nc3c1CCC3)CCCC2,-5.3%,0
O=C(/C=C/c1ccc(Cl)cc1)Nc1ccc(N2CCOCC2)cc1,1.7%,4
CCN(CC)P(=O)(NC(=O)C(Cl)(Cl)Cl)N(CC)CC.[Cl-].[Cl-].[Cl-].[Nd+3],-0.9%,-5
OCCC1CN(Cc2ccc3c(c2)CCO3)CCN1C1CCCC1 (stereo unspecified),0.4%,-10
Cc1cccc(-c2noc(-c3ccoc3C)n2)c1,0.9%,5
COc1ccc(/C=N/OC(=O)Nc2ccc(Cl)cc2)c(OC)c1,6.9%,4
CCOc1ccccc1N(C)C(=O)c1cc2c(=O)n(CC)c3ccccc3c2s1,7.0%,9
CCCNC(=O)c1ccc(Cn2cc(C(F)(F)F)ccc2=O)cc1,0.7%,2
COc1ccc(/C=C/C(=O)Nc2cc(S(=O)(=O)N3CCOCC3)ccc2C)cc1OC,-4.7%,10
CCCOP(=O)(c1ccc(N(C)C)cc1)C(O)c1cc(OC)c(OC)c(OC)c1 (stereo unspecified),5.2%,7
Cc1ccc(SC(C)C(=O)N2CCCC2)cc1 (stereo unspecified),2.8%,9
CCn1c(=O)cc(SCC(=O)NCCCN2CCN(c3ccc(F)cc3)CC2)c2ccccc21,2.6%,1
Cc1oc(-c2cccc(C(F)(F)F)c2)nc1CN1CCOCC1,0.0%,8
Cc1cc(C(=O)CCC(=O)N2CCN(S(=O)(=O)c3cccs3)CC2)c(C)s1,7.2%,11
CCCCS(=O)(=O)/C=C/[C@H]1[C@H](S(=O)(=O)CCCC)[C@H]2C=C[C@@H]1C2,-2.6%,x
Cc1ccc(NC(=O)CCCSc2nc3ccccc3[nH]2)cc1,-2.6%,7
COc1ccc(-c2c(C#N)c(N)nc3c2CCC3)cc1,-1.1%,10
CCOc1cc(CNc2ccc3c(c2)OCCO3)cc(Br)c1OCC(N)=O,0.3%,x
O=C1CCC/C(=N\NC(=O)COc2ccc(Cl)cc2)C1,3.8%,-12
COc1ccc(NC(=O)NC(=O)c2cc(OCC(F)(F)F)ccc2OCC(F)(F)F)cc1,-1.1%,4
CN(C)C(=S)NC(C)(C)C,1.3%,x
CCOC(=O)C1(Cc2cccc(F)c2)CCN(C(=O)COC)CC1,1.4%,1

# Next part
SMILES,GlmU inhibition,Mtb RmlCD inh
Cc1ccc2nc(NC(=O)C3CCN(S(=O)(=O)c4cc([N+](=O)[O-])ccc4Cl)CC3)sc2c1,3.5%,12
CC(=O)c1cn(C)c(=O)n(C)c1=O,-0.1%,13
O=C(C1=C[C@@H](c2ccc3c(c2)OCO3)C[C@@H](OCCCCO)O1)N1CCOCC1,-0.6%,x
Nc1nnc(SCc2ccc(F)cc2Cl)s1,-1.5%,2
CCCC(c1nnnn1CCOC)N1CCN(C(=O)c2ccco2)CC1 (stereo unspecified),5.3%,x
C=CCNC(=O)COC(=O)c1ccc(Sc2nncn2C)c([N+](=O)[O-])c1,-3.3%,-12
O=C(Nc1cccnc1)c1ccc(C(=O)Nc2cccnc2)cc1,3.6%,1
CCCCC1(Cc2ccc([N+](=O)[O-])cc2)C(=O)N(c2ccccc2)N(c2ccccc2)C1=O,2.5%,-2
CC(C)=CCCC(C)CN1CCC(N2CCC(C(=O)N3CCOCC3)CC2)CC1 (stereo unspecified),-1.0%,7
CN(C)C(=O)CSc1n[nH]c(-c2ccco2)n1,0.3%,0
CCN(C(=O)COC(=O)c1c(C)noc1C)C1CCS(=O)(=O)C1 (stereo unspecified),3.9%,-3
CCOC(=O)Cn1c(C)[n+](C)c2cc(Cl)c(Cl)cc21,2.0%,-1
CC(C)Oc1cc(O)c2c(=O)c(-c3ccc(O)cc3)coc2c1,-2.7%,7
COCCNC(=O)NC(=O)COC(=O)C12CC3CC(CC(NC(C)=O)(C3)C1)C2,-7.2%,x
O=S(=O)(N1CCCCC1)N1CCNCC1,2.6%,-9
Cc1cc(C)nc(N/N=C/c2cccc(Cl)c2)n1,-1.7%,-9
CCOc1ccccc1C1C2=C(COC2=O)Nc2cc3c(cc21)OCO3 (stereo unspecified),2.4%,4
Cc1ccc(CC(=S)N2CCOCC2)cc1,-2.5%,-4
CCOc1cc(OCC)cc(C(=O)NCCCN2CCOCC2)c1,-5.2%,-11
Cc1ccc(C(CC(=O)N2CCOCC2)c2ccco2)cc1 (stereo unspecified),-0.3%,x
CN(CCCNC(=O)c1cccc(N2CCCC2=O)c1)c1ccccc1,-0.9%,-3
COC(=O)CCCC1=CC2=C(c3ccccc3)C(=O)C(C)(OC(=O)C3CCCC3)C(=O)C2=CN1C(CO)CO (stereo unspecified),-3.9%,x
CCN1CCN(C(=O)/C(C#N)=C/c2ccc(OC(F)F)cc2)CC1,-7.3%,12
CC(=O)N/N=C/c1cc(C)n(-c2ccc(Br)cc2)c1C,1.2%,-12
O=C(c1ccccc1)C1C(c2ccccc2)C1[N+](=O)[O-] (stereo unspecified),3.3%,9

# Next entries.
SMILES,GlmU inhibition,Mtb RmlCD inh
C#CCNC(=O)C1=C[C@@H](c2ccc3c(c2)OCO3)[C@H](CCCO)[C@@H](OCC)O1,2.7%,x
O=C(c1cc(-c2cccc(O)c2)on1)N1CCCCC1,1.8%,-9
CCc1ccc(NC(=S)N2CCN(c3cccc(C(F)(F)F)c3)CC2)cc1,2.4%,4
COc1ccc(NC(=O)C(NC(C)=O)C(=O)NCc2ccc(F)cc2)cc1 (stereo unspecified),-0.6%,7
COC(=O)C1=C(c2ccc(S(C)(=O)=O)cc2)C[C@@H]2CC[C@H]1N2C(=O)N1CCC(C)CC1,-0.5%,x
N#C/C(=C\c1ccc(-c2ccccc2)o1)C(=O)Nn1cnnc1,2.0%,9
O=C(CCNC(=O)Cn1ccc2ccccc2c1=O)NCCC1=CCCCC1,-1.9%,-10
CNc1oc(C)nc1S(=O)(=O)c1ccccc1,-6.3%,4
O=C(CSc1nc2ccccc2s1)NNC(=S)Nc1ccc(Cl)cc1,-0.7%,89
COc1cc(-c2nnc3sc(Cc4ccccc4)nn23)cc(OC)c1OC,-4.5%,6
Cc1ccc(-c2nn(-c3ccccc3)cc2CN(Cc2ccccc2)C(=O)c2ccco2)o1,3.8%,x
CCc1cccc(CC)c1NC(=O)COC(=O)C1(C)CC1(Cl)Cl (stereo unspecified),5.9%,-11
Cc1ccnc(NC(=O)CSc2cc(=O)n(C)c3ccccc23)c1,2.9%,9
CCOC(=O)c1ccc(N2CC(O)=C(c3nc4ccccc4c(=O)[nH]3)C2=N)cc1,0.2%,36
COc1ccc(N2CC(C(=O)OCC(=O)c3cccc(OC)c3)CC2=O)cc1 (stereo unspecified),-11%,x
NC(=O)CC(NC(=O)Cc1cccc2ccccc12)c1ccc(NCCc2ccccc2F)c([N+](=O)[O-])c1 (stereo unspecified),7.6%,-10
COc1ccc(C(c2nnnn2Cc2ccc(F)cc2)N2CCN(c3ccccc3)CC2)cc1 (stereo unspecified),0.3%,7
CCCC(=O)NC(C)c1nc2ccccc2n1CC (stereo unspecified),2.5%,x
COc1ccc(OC)c2sc(NC(=O)C3COc4ccccc4O3)nc12 (stereo unspecified),-6.0%,x
C=CCC1(O)CC(c2ccco2)NC(c2ccco2)C1CCC (stereo unspecified),-2.6%,12
Cc1ccc(/C=C2\C(=O)Nc3ccccc32)o1,-0.1%,-5
Cc1ccc(S(=O)(=O)N(C)Cc2ccc(C(=O)N/N=C/c3ccc(OC(F)F)cc3OC(F)F)cc2)cc1,6.0%,x
O=c1c2ccccc2nc2n1C(CSCc1ccc(Cl)cc1Cl)CS2 (stereo unspecified),-4.0%,14
COc1ccc(-c2nn(-c3ccccc3C)cc2CNCCc2cnc[nH]2)cc1F,-0.4%,-9
CCn1cc(CN2CCc3c([nH]c4ccccc34)C2c2cccc(OC)c2OC)c(C)n1 (stereo unspecified),3.2%,11

# 19 neighbouring records already listed, for reference:
SMILES,GlmU inhibition,Mtb RmlCD inh
COc1ccc(-n2c(Cc3cccn3C)nnc2SCC(=O)Nc2ccc(C)cc2C)cc1,3.5%&5.6%,-7
Cn1c(SCC(O)c2ccccc2)nnc1-c1ccc2ccccc2c1 (stereo unspecified),-1.9%,3
COC(=O)C1C2CCC(C2)C1C(=O)OCC(=O)c1ccccc1 (stereo unspecified),2.3%,-5
CCC(=O)Nc1c2c(nc3c1CCC3)CCCC2,-5.3%,0
O=C(/C=C/c1ccc(Cl)cc1)Nc1ccc(N2CCOCC2)cc1,1.7%,4
CCN(CC)P(=O)(NC(=O)C(Cl)(Cl)Cl)N(CC)CC.[Cl-].[Cl-].[Cl-].[Nd+3],-0.9%,-5
OCCC1CN(Cc2ccc3c(c2)CCO3)CCN1C1CCCC1 (stereo unspecified),0.4%,-10
Cc1cccc(-c2noc(-c3ccoc3C)n2)c1,0.9%,5
COc1ccc(/C=N/OC(=O)Nc2ccc(Cl)cc2)c(OC)c1,6.9%,4
CCOc1ccccc1N(C)C(=O)c1cc2c(=O)n(CC)c3ccccc3c2s1,7.0%,9
CCCNC(=O)c1ccc(Cn2cc(C(F)(F)F)ccc2=O)cc1,0.7%,2
COc1ccc(/C=C/C(=O)Nc2cc(S(=O)(=O)N3CCOCC3)ccc2C)cc1OC,-4.7%,10
CCCOP(=O)(c1ccc(N(C)C)cc1)C(O)c1cc(OC)c(OC)c(OC)c1 (stereo unspecified),5.2%,7
Cc1ccc(SC(C)C(=O)N2CCCC2)cc1 (stereo unspecified),2.8%,9
CCn1c(=O)cc(SCC(=O)NCCCN2CCN(c3ccc(F)cc3)CC2)c2ccccc21,2.6%,1
Cc1oc(-c2cccc(C(F)(F)F)c2)nc1CN1CCOCC1,0.0%,8
Cc1cc(C(=O)CCC(=O)N2CCN(S(=O)(=O)c3cccs3)CC2)c(C)s1,7.2%,11
CCCCS(=O)(=O)/C=C/[C@H]1[C@H](S(=O)(=O)CCCC)[C@H]2C=C[C@@H]1C2,-2.6%,x
Cc1ccc(NC(=O)CCCSc2nc3ccccc3[nH]2)cc1,-2.6%,7

# New compounds follow.
SMILES,GlmU inhibition,Mtb RmlCD inh
CC(C)C(OC(=O)c1cccs1)C(=O)NCc1ccc2c(c1)OCO2 (stereo unspecified),-8.6%,-2
Cc1ccc(C)c(S(=O)(=O)N2CCCOC2CNC(=O)C(=O)NCCCn2ccnc2)c1 (stereo unspecified),1.1%,-8
Cc1ccc(NCc2nnc(SCC(=O)N3CCc4ccccc43)n2C)cc1,4.3%,-3
COc1ccc(CNc2nc(NCc3ccc(OC)cc3)n(C(=O)c3ccccc3[N+](=O)[O-])n2)cc1,-3.3%,x
O=C(CCl)c1ccc2[nH]c(=O)oc2c1,0.3%,3
COc1ccc(Cn2c(N)c(C#N)c3nc4ccccc4nc32)cc1,x,12
CN(C)CCCNC(=O)c1ccc(/C=N/O)nc1,2.7%,3
CCc1ccccc1NC1Nc2cc(C)nn2S1 (stereo unspecified),-8.8%,9
COCCNC(C)C(=O)C12CC3CC(CC(C3)C1)C2 (stereo unspecified),0.7%,x
CCOC(=O)c1c(C)oc2c1c(C(c1ccccc1)N1CCOCC1)c(O)c1ccccc12 (stereo unspecified),-7.1%,x
CC(C)(C)NS(=O)(=O)c1ccc2nc(NC(=O)c3ccc(N4C(=O)CCC4=O)cc3)sc2c1,2.3%,-12
CN(C)C(=O)N(CCCN1CCOCC1)Cc1cccc2ccccc12,-2.0%,-2
CC(C)C(=O)NC(=S)/C=C1/N(C)c2ccccc2C1(C)C,2.9%,6
COc1ccc(N2CCN(c3ncnc4c3nnn4Cc3ccccc3Cl)CC2)cc1,1.3%,x
COc1cccc(OC)c1C(=O)N1CCOCC1,0.5%,40
O/N=C/c1nc2cc(Cl)ccc2o1,0.3%,6
O=C(O)c1cc(-c2ccc(O)cc2)on1,-7.3%,5
CCCCCCCOC(=O)c1nc(Cl)c(Cl)c(N)c1Cl,3.5%,5
CCOC(=O)C1CCN(C(=O)Nc2cc(Cl)cc(Cl)c2)CC1,3.3%,-4
Cc1cc(C)n(-c2ccc(Cl)c(C(=O)O)c2)n1,-3.5%,-10
O=C(Nc1ccc(O)cc1)/C(=C/c1ccco1)NC(=O)c1ccccc1,-1.9%,3
O=C(Nc1ccccc1)c1cccc(N2CCCC2=O)c1,-5.8%,x
Cc1ccc(S(=O)(=O)CCC(=O)NCc2ccc(Cl)cc2)cc1,-4.8%,-4
COCCNC(=O)CSC1=N/C(=C/c2ccc(Cl)c(Cl)c2)C(=O)N1c1ccccc1F,-3.4%,12
CCCC(=O)n1nc(-c2cccnc2)nc1NCc1cccs1,2.0%,-1

# Next compounds:
SMILES,GlmU inhibition,Mtb RmlCD inh
c1ccc(Cn2c(Nn3cnnc3)nc3ccccc32)cc1,1.4%,-7
CCN1CCCC1CN(Cc1cc2cc(C)ccc2[nH]c1=O)C(=O)Nc1ccccc1OC (stereo unspecified),-7.3%,7
Cn1c(=O)n(C)c2cc(S(=O)(=O)N3CCOCC3)ccc21,1.3%,x
Nc1nc(Nc2ccccc2)n[nH]1,1.9%,10
Cc1cccc(NC(=O)C2CCN(S(=O)(=O)c3cccc4cccnc34)CC2)c1,-1.6%,10
CCOc1ccc(NC(=S)N(CCN2CCOCC2)Cc2cc3cc4c(cc3[nH]c2=O)OCCO4)cc1,-7.3%,8
COc1ccc(C(=O)N/C(=C\c2cc(OC)c(OC)cc2[N+](=O)[O-])C(=O)NCCO)cc1,0.2%,-84
Cc1noc(C)c1S(=O)(=O)N1CCCC(C(=O)Nc2cccnc2)C1 (stereo unspecified),5.0%,13
CC(=O)N1CCc2cc(Br)cc(S(=O)(=O)NCCN3CCCCC3C)c21 (stereo unspecified),2.5%,-3
O=C(COC(=O)/C=C/c1ccc(S(=O)(=O)N2CCOCC2)cc1)NCc1ccc(Cl)cc1,-1.3%,14

# Some of the compounds tested; the hit share may differ from the screen's.
